# Source: PubChem (National Center for Advancing Translational Sciences (NCATS))
# Rab9 promoter act: Rab9 promoter activation; Huh7 Rab9 promoter-luciferase reporter, luminescence, 24 h; Potency, µM (titrated, usually from 9.22 µM), for inactives: top-dose activation, negative = inhibition, actives largely listed as activators; 2.8% of 320,000 active; AID 485297; also: % of control where 0% means no effect; nearly all actives have a fitted effect of over 60% in size
#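 Steps: seed 1500 Huh7 Rab9-luc cells per well, rest 2 h at 37 °C; add compound in DMSO; incubate 24 h; add luciferase reagent, 10 min ambient; read luminescence.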
# RORgamma inh: ROR gamma (mouse) transcription inhibition. Drosophila S2 Gal4-RORgamma UAS-luciferase reporter, 20 h. Potency, µM (highest dose often 53.6 µM), for the others: at the highest dose activity change, negative = inhibition, usual class: inhibitors. 5.4% of 310,000 active; also: % is scaled to controls: 0 for no effect and ±100 for the full control effect; nearly all actives have a fitted effect of over 60% in size
# Target sequence (P51450 whole entry, looked up, the tested form may be a part): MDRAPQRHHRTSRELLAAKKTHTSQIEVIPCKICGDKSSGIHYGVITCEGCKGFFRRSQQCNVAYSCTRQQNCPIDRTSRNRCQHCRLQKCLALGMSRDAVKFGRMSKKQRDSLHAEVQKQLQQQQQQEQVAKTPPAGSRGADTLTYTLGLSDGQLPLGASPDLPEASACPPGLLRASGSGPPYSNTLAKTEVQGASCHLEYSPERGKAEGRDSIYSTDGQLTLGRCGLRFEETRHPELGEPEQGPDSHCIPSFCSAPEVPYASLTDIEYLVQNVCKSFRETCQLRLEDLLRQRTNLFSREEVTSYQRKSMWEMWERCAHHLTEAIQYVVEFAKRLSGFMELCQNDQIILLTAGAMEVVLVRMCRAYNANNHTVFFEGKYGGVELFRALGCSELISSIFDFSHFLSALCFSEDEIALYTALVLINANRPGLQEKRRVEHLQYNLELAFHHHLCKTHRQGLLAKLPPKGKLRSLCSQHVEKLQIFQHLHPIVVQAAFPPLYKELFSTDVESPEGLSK
#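 Luminescence from a UAS-regulated Photinus luciferase reporter in stably transfected Drosophila Schneider cells is measured; decreased signal marks ROR gamma inhibition. Fusion expression is induced by 700 uM copper sulfate for 20 hr.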
# BRCA1 expr act: BRCA1 expression activation | 1.1% of 380,000 active | AID 624202 | MCF7-BRCA1-FFLuc reporter, luminescence, 48 h; response scale: scaled: vehicle 0%, 10 µM genistein 100% | Potency, µM (top dose mostly 46.1 µM), for inactives: at the highest dose activation, actives largely listed as activators; also: nearly all actives have a fitted effect of over 80% in size; some results filed as inactive show a strong effect at the top dose
#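 Luminescence from a BRCA1-driven firefly luciferase in MCF7 cells was the read-out, taken 15 min after substrate addition following 48 h compound exposure at 37 °C. Data were normalized to a 10 microM genistein control and DMSO vehicle.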
# FLuc counter: inhibits or activates purified firefly luciferase, miR-21 counter-screen | purified FLuc, Km substrates, luminescence inhibition | Potency, µM (highest dose often 57.5 µM), inactives show top-dose activity change, negative = inhibition, usual class: inhibitors | 6.9% of 360,000 active | AID 588342;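 also: plate controls were vehicle for no effect and reference inhibitor for full effect; nearly all actives have a fitted effect of over 55% in size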
# Target sequence (P08659 whole entry, looked up): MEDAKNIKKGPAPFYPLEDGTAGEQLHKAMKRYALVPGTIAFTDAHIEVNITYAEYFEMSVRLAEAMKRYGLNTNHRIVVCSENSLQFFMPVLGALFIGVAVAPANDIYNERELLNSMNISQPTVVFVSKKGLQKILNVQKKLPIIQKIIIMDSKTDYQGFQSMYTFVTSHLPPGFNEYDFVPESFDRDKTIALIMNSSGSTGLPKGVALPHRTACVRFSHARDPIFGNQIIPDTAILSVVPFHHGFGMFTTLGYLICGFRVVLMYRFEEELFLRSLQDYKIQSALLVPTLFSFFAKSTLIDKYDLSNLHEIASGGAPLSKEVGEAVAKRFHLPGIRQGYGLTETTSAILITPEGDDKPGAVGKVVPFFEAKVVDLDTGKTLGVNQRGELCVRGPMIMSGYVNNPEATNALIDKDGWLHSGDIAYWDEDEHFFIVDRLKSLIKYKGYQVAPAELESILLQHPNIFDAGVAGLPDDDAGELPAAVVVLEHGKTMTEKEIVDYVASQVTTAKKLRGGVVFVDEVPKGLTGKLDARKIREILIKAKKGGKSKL
#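 Biochemical qHTS of compounds, final roughly 60 µM downward over six points, against 10 nM purified firefly luciferase using Km concentrations of substrates (10 uM D-luciferin, 10 uM ATP) in Tris acetate pH 7.5 buffer; luminescence output.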
# Gal4-VP16 FLuc: counter-screen for ROR gamma inhibitors: Gal4-VP16 reporter; 3.5% of 310,000 active; Drosophila S2 Gal4-VP16 UAS-luciferase, luminescence, 20 h; AID 2546; Potency, µM (series often up to 53.6 µM), for the others: at the highest dose activity, negative = inhibition, usual class: inhibitors;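 also: Gal4-VP16 expression switched on by copper sulfate through the metallothionein promoter; % is scaled to controls: 0 for no effect and ±100 for the full control effect; nearly all actives have a fitted effect of over 50% in size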
# NPC1 promoter act: activators of NPC1 promoter; Huh7 NPC1 promoter luciferase reporter, 24 h; Potency, µM (series often up to 9.22 µM), without a hit: top-dose activation, most hits filed as activators; 2.4% of 320,000 active; AID 485313;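 also: % of control where 0% means no effect; nearly all actives have a fitted effect of over 60% in size; reporter is driven by a mutant NPC1 promoter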
#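 Luminescence from an NPC1 promoter-driven luciferase reporter in stably transfected Huh7 cells was measured after 24 h compound treatment at 37 °C, followed by 10 min ambient incubation with luciferase detection reagent.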
# An asterisk follows results filed as active; ? = inconclusive; / = no result given; & = joins results of further samples; ! = not active in a repeat; [ ] = another dose, or the depositor's remark. Calls follow the shape of the dose curve; as a rule, active = well fitted curve in the direction sought with a large enough effect; inconclusive = small, poorly fitted or top-dose-only effect, or another doubt; inactive = no such curve, though single readings can be large; an effect the other way counts as inactive or inconclusive. Potency is read from the fitted curve at half-maximal effect.
1	CC1(CCO)C(=O)NC(=S)NC1=O
2	NC(Cc1ccccc1)c1csc(Nc2ccccn2)n1 (stereo not drawn)
3	COc1ccccc1C=C1C(=O)NC(=S)NC1=O
4	CC12CCC3C(CCC4(O)CC(O)CCC34C=O)C1(O)CCC2C1=CC(=O)OC1 (stereo not drawn)
5	CN1C(=O)C(Cc2ccccc2)C(=O)N(C)C1=O
6	N#CC1c2ccccc2-n2nncc2CN1S(=O)(=O)c1ccccc1 (stereo not drawn)
7	Fc1cccc(-c2ccc3c(c2)CN(c2cccc(Cl)c2)Cc2cnnn2-3)c1
8	CC[C@H]1CN2CCC1C[C@@H]2[C@H](O)c1ccnc2ccc(OC)cc12 (stereo partly drawn)
9	COc1ccc(OC(=O)N(C)C[C@@H]2OCc3cnnn3CCCC(=O)N([C@@H](C)CO)C[C@@H]2C)cc1
10	O=C1NC(=O)N(Cc2ccccc2)C(=O)C1Cc1ccccc1 (stereo not drawn)

Compound,1,2,3,4,5,6,7,8,9,10
Rab9 promoter act,/,/,/,/,/,/,/,/,/,/
RORgamma inh,/,/,/,/,/,/,/,/,/,/
BRCA1 expr act,2%,61%,3%,-88%,0%,9%,-23%,-7%,0%,-6%
FLuc counter,/,/,/,/,/,/,/,/,/,/
Gal4-VP16 FLuc,/,/,/,/,/,/,/,/,/,/
NPC1 promoter act,/,/,/,/,/,/,/,/,/,/

11	Cc1ccccc1-n1c(CNc2ccccc2)nc2ccccc2c1=O
12	ClCCN(CCCl)c1ccc(C=Nc2ccncc2)cc1
13	COCCCNP1(=O)OCC(C)([N+](=O)[O-])CO1 (stereo not drawn)
14	COC(=O)C1=C(c2ccccc2)C[C@@H]2CC[C@H]1N2C(=O)N1CCC(O)CC1
15	O=C1NCN(c2ccccc2)C12CCN(C(c1ccnc3ccccc13)c1nnnn1C1CCCCC1)CC2 (stereo not drawn)
16	O=P(Oc1ccccc1)(N1CCOCC1)N1CCOCC1
17	CN(C)CCSC1c2ccccc2CSc2ccccc21 (stereo not drawn)
18	O=P(Oc1ccccc1)(Oc1ccccc1)N1CCOCC1
19	Brc1ccc2c(c1)CN(CC1CCCCC1)Cc1cnnn1-2
20	COc1ccc(-n2nnnc2C(CCc2ccccc2)N2CCC(n3c(=O)[nH]c4ccccc43)CC2)cc1 (stereo not drawn)

Compound,11,12,13,14,15,16,17,18,19,20
Rab9 promoter act,/,/,/,/,/,/,/,/,/,/
RORgamma inh,/,/,/,/,/,/,/,/,/,/
BRCA1 expr act,-44%,0%,1%,-7%,-4%,-16%,-4%,-56%,2%,-73%
FLuc counter,/,/,/,/,/,/,/,/,/,/
Gal4-VP16 FLuc,/,/,/,/,/,/,/,/,/,/
NPC1 promoter act,/,/,/,/,/,/,/,/,/,/

# Single records, as listed above. Screens in order: Rab9 promoter act	RORgamma inh	BRCA1 expr act	FLuc counter	Gal4-VP16 FLuc	NPC1 promoter act
# Shown for `CC12CCC3C(CCC4(O)CC(O)CCC34C=O)C1(O)CCC2C1=CC(=O)OC1` (stereo not drawn) : /	/	-88%	/	/	/
# Shown for `N#CC1c2ccccc2-n2nncc2CN1S(=O)(=O)c1ccccc1` (stereo not drawn) : /	/	9%	/	/	/
# Shown for `COCCCNP1(=O)OCC(C)([N+](=O)[O-])CO1` (stereo not drawn) : /	/	1%	/	/	/
# Shown for `O=P(Oc1ccccc1)(N1CCOCC1)N1CCOCC1` : /	/	-16%	/	/	/
# Shown for `Cc1ccccc1-n1c(CNc2ccccc2)nc2ccccc2c1=O` : /	/	-44%	/	/	/

# (further entries)
21	CC(=CCOc1ccc2ccc(=O)oc2c1)C1=CC(=O)C(C)(C)O1
22	Cc1cccc(NP2(=O)NCCCN2)c1
23	CC(C)c1ccc(C(c2c(O)c3ccccc3oc2=O)c2c(O)c3ccccc3oc2=O)cc1
24	CCC1(CC(C)C)C(=O)NC(=S)NC1=O
25	O=[N+]([O-])/C=C/c1c(Cl)cccc1Cl
26	C=CCN1Cc2ccccc2-n2nncc2C1
27	COc1ccc(-c2ccc3c(c2)CN(C(=O)NC2CCCCC2)Cc2cnnn2-3)cc1
28	COc1ccc(NP2(=O)OCC(C)(N)CO2)cc1 (stereo not drawn)
29	C/C=C1\CN2[C@H]3C[C@@]45c6ccccc6N(C)[C@H]4[C@@H]2CC1C3[C@H]5O (stereo partly drawn)
30	CCOC(=O)[C@]12Cc3cc(Cl)ccc3[C@H]1N(Cc1ccccc1)C(=O)c1ccccc12

Compound,21,22,23,24,25,26,27,28,29,30
Rab9 promoter act,/,/,/,/,/,/,/,/,/,/
RORgamma inh,/,/,/,/,/,/,/,/,/,/
BRCA1 expr act,-77%,4%,-5%,21%,-85%,20%,-44%,-1%,3%,-33%
FLuc counter,/,/,/,/,/,/,/,/,/,/
Gal4-VP16 FLuc,/,/,/,/,/,/,/,/,/,/
NPC1 promoter act,/,/,/,/,/,/,/,/,/,/

31	CCOC(=O)[C@]12Cc3cc(OC)c(OC)cc3[C@H]1N(Cc1ccccc1)C(=O)c1ccccc12
32	CCNc1nc(NC(C)(C)C)nc(SC)n1
33	CC12C=CC(=O)C=C1CCC1C2C(O)CC2(C)C1CCC2(C)O (stereo not drawn)
34	CCOC(=O)[C@]12Cc3cc(Cl)ccc3[C@H]1N(C)C(=O)c1ccccc12
35	CCOP(=S)(OCC)Oc1ccc2c(C)c(Cl)c(=O)oc2c1
36	CN(C)c1ccc(N=O)cc1
37	COC(=O)Nc1nc2ccccc2[nH]1
38	O=C1C2CCN(CC2)C1(CO)CO
39	CCC(=O)O[C@H]1CC[C@H]2[C@@H]3CCC4=CC(=O)CC[C@]4(C)[C@H]3CC[C@]12C
40	Nc1ncnc2c1ccn2[C@@H]1O[C@H](CO)[C@@H](O)[C@H]1O

Compound,31,32,33,34,35,36,37,38,39,40
Rab9 promoter act,/,/,/,/,/,/,/,/,/,/
RORgamma inh,/,/,/,/,-6%,2.2µM*,-6%,25µM*!,3%[2.98 µM],0.63µM*
BRCA1 expr act,-10%,15%,-14%,17%,1%,/,-36%,-18%,1%,-85%
FLuc counter,/,/,/,/,/,/,/,/,/,/
Gal4-VP16 FLuc,/,/,/,/,-5%,5.6µM*,5%,?,-12%[17 µM],1.1µM*
NPC1 promoter act,/,/,/,/,/,/,/,/,/,/

41	NCCc1cc(O)c(O)cc1O
42	CCOP(=O)(NC(C)C)Oc1ccc(SC)c(C)c1 (stereo not drawn)
43	COP(=S)(OC)Oc1ccc(Sc2ccc(OP(=S)(OC)OC)cc2)cc1
44	CCCCOC(=O)c1ccccc1N
45	CC(C)(C)C(=O)C(Oc1ccc(Cl)cc1)n1cncn1 (stereo not drawn)
46	COC1=C[C@@H]2[C@@H]3Cc4ccc(OC)c(O)c4[C@]2(CCN3C)CC1=O
47	Oc1c(Cl)c(Cl)c(Cl)c(Cl)c1Cl
48	CN1C(=O)NC(=O)C(C)(C2=CCCCC2)C1=O (stereo not drawn)
49	CC12CC1(C)C(=O)N(c1cc(Cl)cc(Cl)c1)C2=O (stereo not drawn)
50	NC(=O)c1cc([N+](=O)[O-])cc([N+](=O)[O-])c1

Compound,41,42,43,44,45,46,47,48,49,50
Rab9 promoter act,/,/,/,/,/,/,/,/,/,/
RORgamma inh,1%&6%,0%,21%,35%,-8%,0%,?,0%&14%,11%,-40%
BRCA1 expr act,20%&0%,-9%,6%,-2%,-30%,0%,-22%,-4%,-10%,6%
FLuc counter,/,/,/,/,/,/,/,/,/,/
Gal4-VP16 FLuc,2%&-9%,-5%,?,-9%,-4%,-4%,?,4%&0%,-4%,-10%
NPC1 promoter act,/,/,/,/,/,/,/,/,/,/

51	Clc1ccc(N2CC3CCC(C2)N3)nn1
52	NC(CP(=O)(O)O)C(=O)O (stereo not drawn)
53	CC12CCC3C(CCC4=C(O)C(=O)CCC43C)C1CCC2=O (stereo not drawn)
54	CCCN(CCC)CCc1ccc(O)c(O)c1
55	O=C(O)[C@@H]1CCN1
56	COc1ccc2c(c1)[C@@]13CCCC[C@H]1[C@@H](C2)NCC3
57	O=[N+]([O-])c1ccc(O[C@@H]2O[C@H](CO)[C@@H](O)[C@H](O)[C@H]2F)c([N+](=O)[O-])c1
58	NC(CCP(=O)(O)O)C(=O)O (stereo not drawn)
59	CC(Cc1ccc(OCC(=O)O)cc1)NCC(O)c1cccc(Cl)c1 (stereo not drawn)
60	NC(=O)CI

Compound,51,52,53,54,55,56,57,58,59,60
Rab9 promoter act,2%[46.1 µM],-6%[46.1 µM],17%[46.1 µM],1%[46.1 µM],6%[46.1 µM],-23%[46.1 µM],-9%[46.1 µM],0%[46.1 µM],-2%[46.1 µM],8%[46.1 µM]
RORgamma inh,/,/,/,/,/,/,/,/,/,/
BRCA1 expr act,/,/,/,/,/,/,/,/,/,/
FLuc counter,/,/,/,/,/,/,/,/,/,/
Gal4-VP16 FLuc,/,/,/,/,/,/,/,/,/,/
NPC1 promoter act,3%[46.1 µM],5%[46.1 µM],6%[46.1 µM],6%[46.1 µM],3%[46.1 µM],-13%[46.1 µM],6%[46.1 µM],3%[46.1 µM],10%[46.1 µM],6%[46.1 µM]

61	C[C@]12Cc3cn4c(nc3C=C1CCC1C2CC[C@@]2(C)[C@H]1CC[C@@]2(O)C#N)nc1ccccc14 (stereo partly drawn)
62	O=C(N[C@H]1CN2CCC1CC2)c1ccc(Cl)cc1
63	C=CCN1CC[C@]23CCCCC2[C@H]1Cc1ccc(O)cc13 (stereo partly drawn)
64	CC12C(=O)OC(=O)C1(C)C1CCC2O1 (stereo not drawn)
65	C/C=C(/C)C(=O)O[C@H]1C(C)=C2[C@H]([C@@H]1OC(=O)CCCCCCC)[C@@](C)(OC(C)=O)C[C@H](OC(=O)CCC)[C@@]1(O)[C@H]2OC(=O)[C@@]1(C)O
66	CCCC1=Nc2cc(C(=O)NCCCN(CC)CC)ccc2Sc2ccccc21
67	COc1ccc(-c2nn3c(=O)cc(CN4CCN(C(=O)COc5ccc(F)cc5)CC4)nc3s2)cc1
68	Cc1ccccc1-c1nn2c(=O)cc(CN3CCN(C(=O)COc4ccccc4Cl)CC3)nc2s1
69	CCOc1ccccc1CN(CCc1ccc2c(c1)OCO2)Cc1ccc(CC)cc1
70	CCOc1ccc(CN2C(=O)c3ccccc3Sc3ccc(C(=O)N4CCC5(CC4)OCCO5)cc32)cc1

Compound,61,62,63,64,65,66,67,68,69,70
Rab9 promoter act,-11%[46.1 µM],0%[46.1 µM],5%[46.1 µM],-40%[inhibitor][46.1 µM],-44%[inhibitor][46.1 µM],/,/,/,/,/
RORgamma inh,/,-1%&-25%,7%[10 µM],?,?,/,/,/,/,/
BRCA1 expr act,/,/,/,/,/,-73%,0%,-10%,-3%,-7%
FLuc counter,/,/,/,/,/,0%,-8%,-9%,0%,2%
Gal4-VP16 FLuc,/,6%&-10%,-4%,-5%,?,/,/,/,/,/
NPC1 promoter act,-9%[46.1 µM],4%[46.1 µM],7%[46.1 µM],-33%[inhibitor][46.1 µM],-37%[inhibitor][46.1 µM],/,/,/,/,/

# An excerpt (hit frequency here may not be typical).
